HCV inh = blocks hepatitis C virus; Huh7.5.1 HCVcc-Cre infection, luciferase reporter, 44 h; Potency, µM (highest dose often 41.8 µM), for inactives: at the highest dose activity change, negative = inhibition, most hits filed as inhibitors; hit rate 3.4% among 340,000; AID 651820; also: potency is read from the fitted curve at half-maximal effect
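Whole-lifecycle infectious HCVcc-Cre system; cells 1,000/well, compound then virus (~0.5 moi) added 4 h after plating, 44 h culture. Luciferase read 15 sec following 15 min substrate incubation, room temp.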
AmpC inh no detg = inhibitors of E. coli AmpC beta-lactamase without detergent | AmpC nitrocefin hydrolysis, absorbance 480 nm, 0.0001% Triton | Potency, µM (highest dose often 57.1 µM), inactives show at the top dose activity change, negative = inhibition, actives largely listed as inhibitors | hit rate 0.52% among 330,000 | AID 485341;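 also: potency is read from the fitted curve at half-maximal effect; plate controls were no compound for no effect and no enzyme for full effect; nearly all actives have a fitted effect of over 20% in size; some results filed as inactive show a strong effect at the top dose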
Target sequence (P00811 whole entry, looked up): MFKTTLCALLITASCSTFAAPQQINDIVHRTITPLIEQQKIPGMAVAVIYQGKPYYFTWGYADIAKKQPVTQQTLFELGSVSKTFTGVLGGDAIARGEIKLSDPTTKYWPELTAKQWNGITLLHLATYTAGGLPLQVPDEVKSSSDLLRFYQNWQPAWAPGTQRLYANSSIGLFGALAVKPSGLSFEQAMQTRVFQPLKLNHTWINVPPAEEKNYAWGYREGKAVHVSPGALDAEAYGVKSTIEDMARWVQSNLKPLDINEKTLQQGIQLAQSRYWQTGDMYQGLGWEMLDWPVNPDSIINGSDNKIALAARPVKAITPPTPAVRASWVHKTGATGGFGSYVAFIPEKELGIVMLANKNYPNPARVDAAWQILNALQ
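20 mM phosphate pH 7.0 + 0.01% (detergent screen) or 0.0001% Triton X-100; 5.3 nM AmpC reagent; cpd preinc 15 min RT; nitrocefin (800 uM stock) to start; A480 q20 s × 4 min; Activity was normalised to no-enzyme and no-compound control wells.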
AmpC detergent = inhibitors of E. coli AmpC beta-lactamase with detergent | P00811 | AmpC hydrolysis of nitrocefin, absorbance 480 nm, 0.01% Triton | Potency, µM (top dose mostly 114 µM), for the others: top-dose activity change, negative = inhibition, hits mostly inhibitors | hit rate 0.041% among 370,000 | AID 485294;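 also: potency is read from the fitted curve at half-maximal effect; 0% = no-compound wells and -100% = no-enzyme wells; nearly all actives have a fitted effect of over 25% in size; some results filed as inactive show a strong effect at the top dose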
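20 mM phosphate pH 7.0 + 0.01% (detergent screen) or 0.0001% Triton X-100; 5.3 nM AmpC reagent; cpd preinc 15 min RT; nitrocefin (800 uM stock) to start; A480 q20 s × 4 min; Activity was normalised to no-enzyme and no-compound control wells.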
Sm TGR inh = inhibitors of Schistosoma mansoni thioredoxin glutathione reductase. purified TGR, DTNB reduction, TNB absorbance 405 nm. Potency, µM (doses to about 114 µM), without a hit: at the top dose activity change, negative = inhibition, actives largely listed as inhibitors. hit rate 3% among 360,000. AID 485364; also: potency is read from the fitted curve at half-maximal effect; nearly all actives have a fitted effect of over 60% in size
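First, TGR (20 nM dispensed) and NADPH were mixed with compound. Second, a 15 min room-temperature incubation followed. Third, further NADPH and then DTNB were added to start the reaction. Finally, TNB absorbance was monitored kinetically.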
FBPA Giardia inh = Giardia lamblia aldolase inhibition; purified Giardia FBPA; Potency, µM (highest dose often 59.6 µM), inactives show at the highest dose activity, negative = inhibition, hits mostly inhibitors; hit rate 0.71% among 290,000; AID 2451; also: potency is read from the fitted curve at half-maximal effect; nearly all actives have a fitted effect of over 55% in size
Target sequence (A8B2U2 whole entry, looked up): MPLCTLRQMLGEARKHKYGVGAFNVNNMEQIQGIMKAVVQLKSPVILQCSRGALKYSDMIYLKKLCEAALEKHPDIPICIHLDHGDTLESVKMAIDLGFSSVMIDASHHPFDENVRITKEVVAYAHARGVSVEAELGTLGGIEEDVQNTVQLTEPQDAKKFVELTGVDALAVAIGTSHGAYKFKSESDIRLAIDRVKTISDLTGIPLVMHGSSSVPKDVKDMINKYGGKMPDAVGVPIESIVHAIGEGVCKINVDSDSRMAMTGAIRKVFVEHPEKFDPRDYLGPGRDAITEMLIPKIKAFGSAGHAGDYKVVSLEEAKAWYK
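40 nM FBPA preincubated 10 min at RT with compound (up to 57.5 uM final), then substrate plus GAPDH/TPI/NAD/arsenate coupling and diaphorase/resazurin added. Fluorescence read after 20 min at RT, 525/598 nm.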
HCMV antiviral = blocks human cytomegalovirus replication | hit rate 4.5% among 410,000 | HFF cells, HCMV-luciferase reporter, 72 h; hits give low values | AID 1259415 | activity change, negative = inhibition, % at 57.5 µM; in the data active = activity change below about -60%; inconclusive = no clear call, values can overlap the other calls; inactive = above about -39%
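After 16 h attachment at 37C, HFF cells received test compound and HCMV-luciferase (1 PFU/cell); reporter luminescence read 72 h later, data normalized against buffer-only and known inhibitor Salinomycin.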
* = called active by the depositor; ? = inconclusive; / = not tested or not shown; & = joins results of further samples; [ ] = dose if it differs, or a comment. Unless noted, calls follow the shape of the dose curve; as a rule, active = well fitted curve in the direction sought with a large enough effect; inconclusive = small, poorly fitted or top-dose-only effect, or another doubt; inactive = no such curve, though single readings can be large; an effect the other way counts as inactive or inconclusive. Unless noted, % is scaled to controls: 0 for no effect and ±100 for the full control effect.

Start of the listing, in advance, four compounds:
structure | HCV inh | AmpC inh no detg | AmpC detergent | Sm TGR inh | FBPA Giardia inh | HCMV antiviral
N#Cc1ccc(N2CCCC2C(=O)O)c([N+](=O)[O-])c1 (centres undefined) | 11% | -12% | ? | -8% | 1% | -1
Cc1cccc(C)c1NC(=O)c1ccc2c(c1)CCN2S(C)(=O)=O | -6% | -11% | -10% | -16% | 0% | 16
CCOC(=O)c1c(NC(=O)C(=O)N/N=C/c2ccc(OCC)cc2)sc2c1CCCCC2 | 17% | -25% | -13% | -17% | 11% | -30
O=C(c1cnccn1)N1CCN(C/C=C/c2ccccc2)CC1 | -2% | -2% | 0% | -29% | 0% | -8

Main list, previewed entries included:
structure | HCV inh | AmpC inh no detg | AmpC detergent | Sm TGR inh | FBPA Giardia inh | HCMV antiviral
N#Cc1ccc(N2CCCC2C(=O)O)c([N+](=O)[O-])c1 (centres undefined) | 11% | -12% | ? | -8% | 1% | -1
Cc1cccc(C)c1NC(=O)c1ccc2c(c1)CCN2S(C)(=O)=O | -6% | -11% | -10% | -16% | 0% | 16
CCOC(=O)c1c(NC(=O)C(=O)N/N=C/c2ccc(OCC)cc2)sc2c1CCCCC2 | 17% | -25% | -13% | -17% | 11% | -30
O=C(c1cnccn1)N1CCN(C/C=C/c2ccccc2)CC1 | -2% | -2% | 0% | -29% | 0% | -8
O=S(Cc1ccc(Br)cc1)Cc1nnc(SCc2ccc(Cl)cc2)n1-c1ccccc1 (centres undefined) | 6.3µM* | 89%[activator] | -6% | 0% | 0% | -66*
Clc1ccc(CCNc2ncnc3c2nnn3Cc2ccccc2)cc1 | 7% | -10% | -19% | -26% | -6% | 8
Clc1ccc(N=NN2CCOCC2)cc1 | 5% | -19% | ? | 6% | 6% | 7
COc1cc(OC)cc(C(=O)NCCNC(=O)c2ccccc2)c1 | 9% | -5% | -5% | -3% | -3% | -6
Cc1ccccc1NC(=O)CCS(=O)(=O)c1ccc(Br)cc1 | 6% | -11% | -2% | -2% | 18% | -24
CCCCNc1cc(C(=O)O)cc(S(N)(=O)=O)c1Oc1ccccc1 | -6%[8.37 µM] | -11% | 0% | 1% | 9% | 50
O=C(NCc1cccnc1)c1cccc(C(F)(F)F)c1 | -6% | 0.32µM* | -1% | 1% | -1% | -18
CCN(CC)S(=O)(=O)c1ccc(N2CCOCC2)c(NC(=O)c2c3c(nc4ccccc24)CCC3)c1 | ? | 109%[activator] | -11% | 5% | -7% | -31
CC(C)CN(CC(C)C)S(=O)(=O)c1ccc(C(=O)Nc2sc3c(c2C(N)=O)CCN(C(C)C)C3)cc1 | / | / | 5% | 6% | / | -82*
CC(=O)NCC(=O)OCc1ccc([N+](=O)[O-])cc1 | 17% | 15% | -1% | 5% | 2% | 6
CC1(C)CC(=O)N(CC(=O)NCc2ccc(F)cc2)c2ccccc2S1(=O)=O | 1% | -9% | ? | -10% | 0% | 20
CC1(C)OC(=O)C(=CNc2ccccc2F)C(=O)O1 | 3% | -15% | 1% | 1% | 1% | -7
O=C(NCc1ccco1)c1c(F)cccc1Cl | 1% | -19% | 4% | -5% | 5% | -23
COC(=O)c1ccccc1NC(=O)CCCn1nc(C)c2c(C)n(-c3ccccc3)nc2c1=O | 21% | -3% | -6%&4% | 8%&3% | / | ?
Cc1cccc(C)c1NC(=O)CN1C(=O)C(C)Oc2ccccc21 (centres undefined) | 4% | -6% | 1% | 3% | 8% | 46
CCn1c2ccccc2c2cc(NC(=O)CN3CCCC3)ccc21 | ? | 25% | -6% | -27% | 8% | -18
O=C(NNS(=O)(=O)c1ccc(F)cc1)c1sccc1-n1cccc1 | 12% | -14% | ? | -2% | 0% | 6
COC(=O)c1ccc(NS(=O)(=O)c2ccc3[nH]c(=O)oc3c2)cc1 | -9% | -36% | 3% | 0% | -2% | -6
O=C(NCC1CCCO1)C(=O)N/N=C/c1ccc(O)c(Cl)c1 (centres undefined) | 19% | -17% | 8% | -23% | -7% | ?
COc1ccc(CCNC(=O)CSc2nc3cc(Cl)ccc3o2)cc1OC | ? | -7% | -5% | -1% | 1% | 43
CC(C)C(=O)Nc1cccc(-c2nc3ncccc3o2)c1 | 8% | -16% | -21% | -7% | 15% | 96
COc1ccc(N2CCN(C(=O)C(=O)c3cn(CC(=O)N4CCCCCC4)c4ccccc34)CC2)cc1 | ? | 133%[activator] | -2% | -26% | / | 7
Cc1cccc(NC(=O)C2C3C=CC(O3)C2C(=O)O)c1C (centres undefined) | 23% | -19% | -1% | 45µM* | 4% | 21
CCc1c(C)sc(NC(=O)c2cc(C3CC3)on2)c1C#N | -3% | -30% | ? | 2% | -20% | 14
CCCc1cc(=O)oc2cc(C)cc(OC(C)C(=O)NCc3ccccn3)c12 (centres undefined) | ? | 57% | -2% | -3% | / | -3
CCOc1ccccc1N(CC(=O)NCCc1ccccc1)C(=O)CCC(=O)Nc1ccccn1 | -10% | 69%[activator] | 5% | 6% | 0% | 18
C=CCc1c(C)nc(-c2ccccc2)nc1N/N=C/c1ccncc1 | ? | -38% | ? | -2% | -8% | 127
COCCCn1cn[nH]c1=S | 20% | -15% | 1% | 1% | -18% | 23
Nc1ccc(OCC(O)C[n+]2ccc(CCS(=O)(=O)[O-])cc2)cc1 (centres undefined) | 18% | -14%[11.4 µM] | ? | -10% | -28% | 3
O=C(CSc1nncs1)NNC(=O)c1ccccc1Br | 14% | -20% | / | / | / | 7
COc1cc(OC)cc(C(=O)NCCS(=O)(=O)N2CCN(Cc3ccccc3)CC2)c1 | -12% | 48% | -3% | -1% | / | -1
COc1ccc(OC)c(C2/C(=C(\O)c3ccc(OC)c(Cl)c3)C(=O)C(=O)N2CCN(C)C)c1 (centres undefined) | -9%&12% | 1% | -4% | 3% | 6% | ?
Cc1c(NC(=O)C(C)Sc2ccccc2)c(=O)n(-c2ccccc2)n1C (centres undefined) | 8% | -4% | -2% | 0% | -2% | ?
O=C(Nc1ccc(Nc2ccncc2)cc1)c1ccc([N+](=O)[O-])cc1 | 11µM* | -24% | 2% | -3% | 6% | -90*
CCCCc1ccc(N/C(N)=N/c2nc(C)cc(C)n2)cc1 | -84% | -17% | -1% | 2% | -1% | -97*
CCOc1ccccc1N1CCN(C(=O)C2=CC=CN3CCS(=O)(=O)N=C23)CC1 | 1% | -10% | -6% | -30% | / | -30
COc1ccc(-n2nc(C(=O)NCC(=O)NCC3COc4ccccc4O3)c3ccccc3c2=O)cc1OC (centres undefined) | -30% | 148%[activator] | -7% | 0% | 2% | 4
O=C(CSCc1cccc(Cl)c1)N/N=C/c1ccc(OCC(=O)N2CCCCC2)cc1 | ? | 53% | -9% | 14% | 5% | ?
O=C(/C=C/c1ccc(OCCCF)cc1)N1CCN(Cc2ccccc2)CC1 | -19% | 110%[activator] | -1% | 0% | 2% | -36
O=C1[C@@H]2C(c3cccnc3)=NO[C@@H]2C(=O)N1c1ccc(Cl)cc1Cl | 16% | -32% | -9% | 8.9µM* | 5% | 9
CC(NC(=O)c1ccc(CS(C)(=O)=O)cc1)c1cccc2ccccc12 (centres undefined) | ? | 13% | -10% | -7% | 3% | 8
COc1c(C)cc(NC(=O)c2ccc3c(c2)NC(=O)CO3)cc1C | -8% | -37% | 1% | -1% | ? | 33
CCOc1ccc(C2c3c(-c4ccccc4O)n[nH]c3C(=O)N2Cc2ccncc2)cc1 (centres undefined) | / | / | 19% | 0% | / | -12
C=C(C)C(=O)Nc1cccnc1Oc1ccc(F)cc1F | 13% | 0% | -10% | -10% | -5% | 49
O=C(O)CCCCCNC(=O)Cn1nnc2ccccc2c1=O | 5% | -19% | 2% | 3% | 4% | -23
Cc1cccc(NC(=O)CSc2nnc(-c3ccncc3)n2CC2CCCO2)c1 (centres undefined) | 3% | 1% | 1% | 4% | 9% | -31
Cc1ccccc1NC(=O)/C(=C\c1cccs1)NC(=O)c1ccccc1 | 5% | -32% | -4% | -2% | 2% | 17
COc1ccc(NC(=O)c2cc3ccccc3o2)cc1 | ? | -34% | -2% | -2% | -5% | 92
Cc1ccccc1-c1ccc(C(=O)Nc2cccc(F)c2)o1 | -27%[8.37 µM] | ? | ? | ? | -17% | 58
O=C(NC(Cc1ccccc1)C(=O)O)/C(=C\c1cccc([N+](=O)[O-])c1)NC(=O)c1ccco1 (centres undefined) | -8% | -32% | -3% | -21% | 5% | 11
Cc1ccccc1N(CC(=O)N/N=C/c1ccc(F)cc1)C(=O)c1ccccc1 | 20% | 1% | 0% | 2% | -2% | -2
Cc1ccc2nc(SCc3cccc([N+](=O)[O-])c3)nc(C)c2c1 | ? | -4% | -3% | 15% | -7% | 11
COc1cc(CNCCSc2nnnn2C)ccc1OCc1ccccc1 | / | / | -4% | 1% | / | ?
COc1ccccc1NS(=O)(=O)c1ccc2c(c1)OCCO2 | -11% | -13% | -2% | 3% | -8% | ?
COc1c(C)cc(Br)cc1C(=O)Nc1ccc(Cc2ccncc2)cc1 | ? | 58% | -14% | 0% | -1% | -72*
CC(C)n1c(Nc2ccccc2)nc2ccccc21 | ? | -32% | -8% | 6% | -2% | -33

(continued)
structure | HCV inh | AmpC inh no detg | AmpC detergent | Sm TGR inh | FBPA Giardia inh | HCMV antiviral
CCNc1ncnc2c1cnn2C | 15% | -17% | 3% | -4% | 1% | -36
O=C(NCc1ccco1)c1cc(S(=O)(=O)N2CCCC2)ccc1Cl | 18% | -11% | -14% | -12% | -5% | -12
CCOc1cccc2sc(N(CCN(C)C)C(=O)c3ccc4ccccc4c3)nc12 | ? | 53% | ? | -2% | -24% | /
COc1cc(NC(=O)C[n+]2ccc(C(=O)c3ccccc3)cc2)cc(OC)c1 | ? | -10% | / | / | / | -34
COc1cccc(CN(CC(=O)NCc2ccco2)C(=O)CNS(=O)(=O)c2ccccc2)c1 | 13% | -20% | 2% | -21% | 6% | -61*
CC12CCC(C(=O)NCc3ccc(F)cc3)(OC1=O)C2(C)C (centres undefined) | 13% | 2% | 9% | / | 1% | 55
O=C1CC(/C=C/c2ccco2)=Nc2ccccc2N1 | 2% | -18% | ? | 45µM* | -12% | /
CCCCCCCCCCCCCCCC(=O)OC(CC(=O)O)C[N+](C)(C)C (centres undefined) | 8% | 228%[activator] | 0% | -3% | -4% | 43
Cc1ccc(S(=O)(=O)N2CCOCC2)cc1NC(=O)CSc1nccn1C | -3% | -10% | -4% | -9% | -2% | 20
O=C(NC1CC(=O)N(c2ccccc2)C1)c1ccc(S(=O)(=O)N2CCCCC2)cc1 (centres undefined) | / | / | -1% | 4% | / | 23
C[C@@H](C(=O)CC(=O)OC(C)(C)C)[C@@H](O)c1ccccc1 | 17% | -35% | -9% | -25% | 6%&2% | 36
O=C(O)CNS(=O)(=O)/C=C/c1ccccc1 | 7% | -17% | 6% | -3% | 4% | -28
CCc1ccc(OCC(=O)NNCC(=O)Nc2ccc(OC)cc2)cc1 | 1% | 9% | 0% | -19% | / | -26
O=[N+]([O-])c1ccc(Cl)c(S(=O)(=O)/N=C(/c2ccccc2)N2CCOCC2)c1 | 4% | -6% | 1% | 0% | 4% | -105*
NC(=O)NNc1cccc(Cl)n1 | 2% | 2% | -1% | -1% | 2% | -4
Cc1c(C#N)c(O)n(CCO)c(=O)c1N=Nc1ccc2c(c1)COC2=O | -6% | -20% | 10% | 0% | 20µM* | 4
O=C(NN1C(=O)c2ccccc2NC12CCCCC2)c1ccccc1 | -9% | -12% | -7% | -1% | 16% | ?

Bioassay records as filed in PubChem.
